# Screening results from PubChem BioAssay.
# esBAF inh = blocks esBAF chromatin remodeling in mouse ES cells. reporter increase, % at 12.5 µM. Bmi1-luciferase knock-in reporter, 24 h; 100% = twice the neutral-well signal. actives 2% (n = 350,000); in the data active = activation above about 40%;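 note: 0% = median of the plate's neutral control wells and 100% = double that signal; a rise in the Bmi1 reporter signal indicates esBAF inhibition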
# S100A4 inh HTS = inhibitors of human S100A4 binding to myosin IIA peptide. inhibition, % at 10.7 µM. actives 0.14% (n = 360,000). AID 652163. P26447. S100A4/TAMRA-MyoIIA peptide fluorescence polarization;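 active = mean inhibition of at least 70% across replicates, with every replicate also reaching that level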
# Target sequence (P26447 whole entry, looked up): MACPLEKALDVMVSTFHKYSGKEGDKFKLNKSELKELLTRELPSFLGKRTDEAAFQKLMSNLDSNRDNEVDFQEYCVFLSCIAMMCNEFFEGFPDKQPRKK
#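 Test system: S100A4 monomer protein. Medium: HEPES buffer with Ca2+, pH 7.2. Reagent: fluorescent myosin IIA peptide, 5 nM. Compound dosing: single-point compound testing. Timing: 5 min between mix addition and reading. Benchmarks: DMSO neutral and TFP positive wells.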
# ERp5 block = ERp5 (human) disulfide isomerase inhibition; ERp5 insulin aggregation, absorbance 650 nm, 90 min; inhibition, % at 9.99 µM; actives 0.05% (n = 350,000); AID 651711; Q15084;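 active = mean replicate inhibition above about 25%, with every replicate also reaching it, limit read from the data, passing the limit was not always enough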
# RAD54 inh = inhibitors of human RAD54 branch migration; Q92698; RAD54 Holliday junction branch migration, FAM/BHQ fluorescence; inhibition, % at 10.4 µM; actives 0.14% (n = 360,000); AID 602329;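 active = mean normalized replicate activity at least 40 and at least half of replicates scoring 40 or more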;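 note: 0% = median of neutral control wells and 100% = median of positive control wells; inhibitors cause a drop in the FAM fluorescence signal; in these data hits start at about 50%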
# E-sel inducer = induces E-selectin expression in human endothelial cells | P16581 | HUVEC E-selectin immunofluorescence imaging; normalized: neutral wells 0, TNF-alpha wells 100 | activation, % at 7.58 µM | actives 0.37% (n = 260,000) | AID 686992;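 active = mean E-selectin-positive cell signal at least 10% of the positive control, reached in at least 60% of replicates, without over 20% cell loss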;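 note: in these data hits start at about 27%; measured in HUVEC primary endothelial cells; signal is the percent of cells scored E-selectin positive by PE staining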
# Target sequence (P16581 whole entry, looked up): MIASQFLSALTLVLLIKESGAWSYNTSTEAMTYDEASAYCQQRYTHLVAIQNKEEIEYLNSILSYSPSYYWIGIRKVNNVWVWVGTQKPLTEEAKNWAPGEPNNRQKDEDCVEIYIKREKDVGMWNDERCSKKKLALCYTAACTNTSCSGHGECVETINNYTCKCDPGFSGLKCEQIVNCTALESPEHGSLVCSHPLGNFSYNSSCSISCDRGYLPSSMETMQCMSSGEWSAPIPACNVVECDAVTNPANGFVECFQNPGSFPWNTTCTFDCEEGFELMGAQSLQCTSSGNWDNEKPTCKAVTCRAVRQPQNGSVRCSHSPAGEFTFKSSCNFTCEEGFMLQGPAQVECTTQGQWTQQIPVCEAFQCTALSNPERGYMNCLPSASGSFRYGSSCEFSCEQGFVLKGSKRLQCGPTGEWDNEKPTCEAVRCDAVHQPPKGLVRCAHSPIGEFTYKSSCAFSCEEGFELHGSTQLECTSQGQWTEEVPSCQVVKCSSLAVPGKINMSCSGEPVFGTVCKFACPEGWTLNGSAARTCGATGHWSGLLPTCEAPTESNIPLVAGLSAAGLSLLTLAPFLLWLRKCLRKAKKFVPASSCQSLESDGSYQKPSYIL
#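 Test system: HUVEC; input: 3,000 HUVEC/well; measured by: immunofluorescence imaging; read-out: % PE-positive cells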
# RAD52 anneal inh = blocks human RAD52 DNA annealing; recombinant RAD52 DNA annealing, FRET fluorescence; inhibition, % at 18.7 µM; actives 0.46% (n = 360,000); AID 651710;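 active = every replicate showing at least 50% inhibition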
# ERAP1 inh = inhibitors of human ERAP1 aminopeptidase; actives 0.15% (n = 340,000); Q9NZ08; AID 652197; inhibition, % at 10.7 µM; recombinant ERAP1, Leu-AMC fluorescence, 60 min;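 active = mean replicate inhibition of at least 30%, or all replicates individually reaching that 30% level; inactive = mean below 30% and not every replicate reaching it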;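 note: 0% = neutral control wells and 100% = L-leucinethiol positive control wells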
# XiGFP reactiv = activators of X-chromosome reactivation in mouse fibroblasts. actives 0.055% (n = 360,000). XiGFP mouse fibroblasts, % GFP-positive cells imaging, 3 d; cells co-treated with 5-aza-dC sensitizer; scaled so ellipticine positive control = 100%. activation, % at 7.58 µM. AID 743238;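 active = mean normalized replicate activation at least 10% and every replicate at or above 10%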;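 note: 0% = median of on-plate neutral control wells and 100% = ellipticine 6 µM median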
#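 System: SV40-immortalized XiGFP fibroblast cells, line 68-5-11 / Incubation: 3-day compound exposure, then 15 min fixation at room temperature / Compound: single concentration per compound, delivered by pin transfer / Buffer or medium: DMEM plus 5-aza-dC sensitizer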
# * hit, by the source's call; / = not tested or not shown; & = joins results of further samples. Outcome played no part in choosing rows; overall some 2.5% were active at least once.
SMILES,esBAF inh,S100A4 inh HTS,ERp5 block,RAD54 inh,E-sel inducer,RAD52 anneal inh,ERAP1 inh,XiGFP reactiv
CCN(CC1COc2ccccc2O1)C(=O)CN1C(=O)NC(C)(c2ccc(C)cc2)C1=O (configuration not stated),-2,5,1,-5,0.2,-6,0,0.5
Cc1cccc(Oc2ccc(NC(=O)c3ccccc3C(=O)O)cc2)c1C,11,-6,7,-11,/,-39,11,0.0
COc1ccc(-c2cn(CC[C@H]3CC[C@@H](NC(=O)CCN4CCCCC4)[C@@H](CO)O3)nn2)cc1,7,-1,5,5,0.0,-6,-1,-0.2
Cc1nnc(SCC(=O)NC2CC2)n1CC1CCCO1 (configuration not stated),2,-13,3,/,5.7,-23,/,0.0
CC(C)NC(=O)Nc1ccc2c(c1)C(=O)N([C@@H](C)CO)C[C@@H](C)[C@@H](CN(C)Cc1ccncc1)OCCCC[C@@H](C)O2,/,10,3,12,-0.1,-10,0,0.1
CCOC(=O)C1=C(C)N(CCO)C(=O)NC1c1ccccc1 (configuration not stated),5,-5,1,-2,/,-10,-8,/
CN1C(C(=O)N2CCc3ccccc3C2)=CC(c2ccc(F)cc2)=NS1(=O)=O,-3,0,-2,4,/,-59,0,0.0
O=c1cc(CSc2ccccc2)[nH]c2ccccc12,19,-25,11,-4,-0.2,-18,3,0.0
CCc1nc2ccc(C(=O)N(C)CCN(C)C)cn2c1N(CC)C(=O)NCCc1ccccc1,13,1,-13,8,-0.2,-2,10,0.2
O=C([C@@H]1[C@@H](CO)[C@@H]2Cn3c(ccc(-c4cccnc4)c3=O)[C@H]1N2CC1CC1)N1CCCCC1,-2,-3,-2,7,0.0,-19,-3,0.6
NS(=O)(=O)c1ccc(CCNC(=O)CN2CCN(c3ccccc3F)CC2)cc1,/,-1,-2,/,-2.8,14,0,-0.4
CNC[C@H]1Oc2ccc(NS(=O)(=O)c3c(C)noc3C)cc2CC(=O)N([C@@H](C)CO)C[C@H]1C,-3,-11,-2,0,-0.1,-5,0,-0.3
O=C(Nc1ccc(Cl)c(Cl)c1)N[C@H]1CC[C@@H](CCn2cc(C3CCCC3)nn2)O[C@H]1CO,/,-4,3,/,0.0,21,2,0.3
O=C(CCC(=O)Nc1ccc(Cl)cc1)N/N=C/c1ccc2c(c1)OCO2,-3,3,2,5,0.1,-31,-4,-0.1
O=C(CNC(=O)C1CCCCC1)OCn1nnc2ccccc2c1=O,/,7,3,/,0.0,-6,-1,0.2
O=C1N(Cc2cccc(Cl)c2)C[C@@H]2C[C@@H](c3ccsc3)N3CCC[C@@]123,/,-6,-1,/,/,-110,0,0.0
CCCNC(=O)N1CC2(CCN(S(C)(=O)=O)CC2)c2c(n(C)c3cc(OC)ccc23)[C@@H]1CO,/,-2,3,/,0.4,4,-3,-0.1
Cc1cnc(C(=O)OCC(=O)Nc2ccc3c(c2)OCCO3)cn1,-4,-10,3,-4,0.4,-6,2,0.1
Cc1ccc2nsnc2c1NC(=O)CCc1ccccc1,0,0,7,/,/,-5,-1,0.0
CN1C(=O)c2cc(NC(=O)c3cc(F)cc(F)c3)ccc2OC[C@@H]2O[C@@H](CC(=O)O)CC[C@@H]21,-4,13,-5,4,0.2,-2,-1,0.0
C/C(CC(=O)NC1CCCCC1)=N\NC(=O)c1ccccc1C,17,-2,2,-12,0.0,-11,0,0.4
CC=Cc1ccc2n(c1=O)C[C@@H]1[C@@H](CO)[C@H](C(=O)NCc3ccc(F)cc3)N(C)[C@H]21 (mixture of isomers),10,4,-2,-3,-0.5,-18,-1,0.0
O=C([C@@H]1[C@@H](CO)[C@@H]2Cn3c(ccc(-c4cccnc4)c3=O)[C@@H]2N1CC1CC1)N1CCCCC1,-14,7,-3,13,-0.3,-3,-2,0.3
CCOc1ccccc1N1CC(C(=O)N2CCN(Cc3ccc(C#N)cc3)CC2)CC1=O (configuration not stated),2,-2,0,3,2.2,-16,2,1.4
Cc1ccc(S(=O)(=O)N2CCN(C(=O)CCOc3ccccc3C)CC2)cc1C,-6,15,-1,-1,0.0,-1,-3,0.1
CC(=O)N(C)C[C@@H]1Oc2cc(C#Cc3ccccn3)ccc2S(=O)(=O)N([C@H](C)CO)C[C@@H]1C,-1,10,3,5,70*,-19,5,-0.3
CCOc1ccc(S(=O)(=O)N2CCC(C(=O)NC3CC3)CC2)cc1Cl,-1,-39,-2,-6,/,-8,-1,0.0
C[C@@H](NC(=O)C[C@@H]1C[C@H]2c3cc(NC(=O)CC4CC4)ccc3O[C@H]2[C@@H](CO)O1)c1ccccc1,-4,13,5,9,-0.3,-7,2,0.0
O=C(C[C@H]1CC[C@H]2[C@@H](COC[C@@H](O)CN2C(=O)Nc2ccc(Cl)cc2)O1)NCc1ccncn1,6,-4,3,-3,0.1,1,-1,0.1
O=C(NCc1cccs1)c1cnc(Cl)c(Cl)c1,/,-14,0,/,-2.7,-11,-2,0.0
O=C(Nc1ccccc1N1CCCCC1)C1CCN(S(=O)(=O)c2cccc(C(F)(F)F)c2)CC1,5,0,-2,-8,-0.8,-12,-3,0.0
O=C(Cn1ncc(Cl)c(Cl)c1=O)NC1CCCCC1,16,-4,10,4,-0.9,-8,0,1.4
CCC(=O)N1CCCCN2[C@H](CO)[C@@H](c3ccc(C#Cc4ccccc4)cc3)[C@@H]2C1,/,-49,-7,-6,-0.5,-15,-2,0.0
O=C1CN(C(=O)COC(=O)c2ccc(C(F)(F)F)cc2)c2ccccc2N1,0,-6,6,-5,0.8,-24,1,0.6
Cc1cc(C(=O)Nc2ccccc2Cc2ccccc2)no1,/,1,-3,5,-0.2,-2,0,0.1
Cn1cnc(S(=O)(=O)N[C@H]2CC[C@@H](CC(=O)Nc3ccc(-c4ccccc4)cc3)O[C@@H]2CO)c1,2,8,2,-5,0.2,-5,1,-0.2
COc1cc(/C=C(/NC(C)=O)C(=O)O)cc(Cl)c1OCc1ccc(Br)cc1,-8,2,-2,/,/,-8,3,0.0
C[C@@H]1CN([C@H](C)CO)C(=O)CCCn2nncc2CO[C@@H]1CN(C)Cc1ccc2c(c1)OCCN2C,-4,7,/,-1,-0.3,-4,/,0.2
COc1ccc(NC(=O)N(C)C[C@@H]2Oc3c(NS(=O)(=O)c4cccs4)cccc3C(=O)N([C@H](C)CO)C[C@H]2C)cc1,-2,4,6,-7,-7.0,-9,-1,0.1
Nc1nc(SCC(=O)N2CCCC2)[nH]c(=O)c1NC(=O)c1cccs1,-3,-2,-5,/,0.0,-10,3,0.1
CO[C@H]1CN(C)C(=O)c2ccc(NC(=O)C3CCC3)cc2OC[C@H](C)N(C(=O)NC(C)C)C[C@H]1C,0,-1,3,4,0.2,-10,-4,-0.1
COc1ccc(-n2cnnc2SCC(=O)Nc2cc(C)on2)cc1,/,-2,-7,/,/,-8,7,0.0
O=C(c1ccco1)N1CCN(Cc2c(Cl)cccc2Cl)CC1,59*,-7,5,-4,/,-37,-4,0.0
Cc1cccc(N=Nc2cn[nH]c2-c2ccco2)c1,/,2,1,/,/,-1,1,0.4
COc1ccc(CNC(=S)Nc2cccc(F)c2)cc1,6,-1,2,0,/,-11,-6,0.0
C=CCn1c(=N)n(CC(=O)c2cccc([N+](=O)[O-])c2)c2ccccc21,/,-6,-4,/,/,-4,5,0.0
CN(CCOc1ccc(Cl)cc1)CC(=O)Nc1ccc(OC(F)(F)F)cc1,-4,-9,-5,-2,/,5,1,0.1
CNC(=O)C[C@@H]1CC[C@@H]2[C@@H](COc3ccc(NC(=O)Nc4c(C)noc4C)cc3C(=O)N2C)O1,2,/,/,6,0.1,/,/,0.3
CCOC(=O)CN1C(=O)N[C@@H](c2ccco2)C(C(C)=O)=C1C,-4,2,-2,4,0.0,0,-2,0.0
O=C(Nc1cccc(C(F)(F)F)c1)c1cc[n+]([O-])cc1,-6,-1,1,/,27*,-19,-4,0.0
O=C(O)c1cccc([N+](=O)[O-])c1C(=O)Nc1ccc2ccccc2c1,12,1,2,2,0.9,10,5,0.0
C[C@@H]1CCCCO[C@H](CN(C)S(=O)(=O)c2cn(C)cn2)[C@@H](C)CN([C@@H](C)CO)C(=O)c2cc(NS(=O)(=O)c3cn(C)cn3)ccc2O1,3,7,-8,-16,0.0,11,1,0.5
O=C(CCc1nc2ccccc2[nH]1)NC1CCCCC1,1,-2,4,-2,0.2,-14,8,0.1
CC(C)NC(=O)Nc1ccc2c(c1)C(=O)N([C@H](C)CO)C[C@H](C)[C@H](CN(C)Cc1ccncc1)OCCCC[C@H](C)O2,/,24,1,-8,-0.1,-8,2,-0.1
CO[C@H]1CC[C@@H]2CCOc3c(C#N)cccc3C(=O)N(C)[C@H](C)C(=O)N(C)C[C@H]1O2,-1,-5,1,4,0.2,13,3,0.0
CC(C)c1ccc(/C=N/Nc2ccc(C(=O)O)cc2)cc1,/,17,-3,/,/,7,-19,0.0
CCCCCCCCN1C(=O)[C@H](CC(=O)N2CCN(C(=O)c3ccco3)CC2)C[C@@]2(C(=O)OC)CCCCC=C12,/,-13,2,/,-0.2,-4,/,0.1
C/C=C\C(=O)Nc1cccc(C2=NOC3(C2)C[C@@H](C(N)=O)N(C(=O)C2(C)CC2)C3)c1 (some centres not stated),-1,9,4,-8,-0.4,-4,0,0.1
Cc1cc(C)c(S(=O)(=O)N/N=C/c2ccc3c(c2)OCO3)c(C)c1,4,-4,-2,1,-0.2,-8,-4,0.1
O=C1O[C@@H](c2ccccc2)[C@@H](c2ccccc2)N2[C@@H](c3ccc(O)cc3)[C@]3(C(=O)Nc4ccc(C#CC5(O)CCCCCC5)cc43)[C@@H](C(=O)N3CCCCCCC3)[C@H]12,/,64,-3,0,/,-1,-13,/
# Next part:
SMILES,esBAF inh,S100A4 inh HTS,ERp5 block,RAD54 inh,E-sel inducer,RAD52 anneal inh,ERAP1 inh,XiGFP reactiv
C=CCOC(=O)C1=C[C@H](c2cn(C(C)=O)c3ccccc23)C[C@H](OCc2ccc(CO)cc2)O1,6,-9&-16,2&3,-8&-10,0.3,-4&-20,2&-1,0.0
Cc1csc2ncc(C(=O)NCc3ccccn3)c(=O)n12,-6,3,-2,7,0.5,-31,-2,0.3
O=C(C1CCCCC1)N1CC(=O)N2[C@H](CO)[C@@H](c3ccc(Br)cc3)[C@@H]2C1,/,6,0,/,-0.1,-23,1,0.0
COc1cc(NC(=O)COC(C)=O)cc(OC)c1OC,-7,0,0,3,5.6,-7,6,-0.1
CCCN(C[C@H]1[C@@H](c2ccccc2)[C@H](CO)N1C(C)=O)C(=O)NC(C)C,-4,10,-1,-2,-0.1,-5,-6,0.0
N#Cc1ccc(COC(=O)c2ccc3c(c2)OCO3)cc1,/,0,1,-7,0.5,1,2,0.0

# Sorted by length of the SMILES (low to high): 4 of the compounds above.
SMILES,esBAF inh,S100A4 inh HTS,ERp5 block,RAD54 inh,E-sel inducer,RAD52 anneal inh,ERAP1 inh,XiGFP reactiv
COc1cc(NC(=O)COC(C)=O)cc(OC)c1OC,-7,0,0,3,5.6,-7,6,-0.1
N#Cc1ccc(COC(=O)c2ccc3c(c2)OCO3)cc1,/,0,1,-7,0.5,1,2,0.0
CCCN(C[C@H]1[C@@H](c2ccccc2)[C@H](CO)N1C(C)=O)C(=O)NC(C)C,-4,10,-1,-2,-0.1,-5,-6,0.0
C=CCOC(=O)C1=C[C@H](c2cn(C(C)=O)c3ccccc23)C[C@H](OCc2ccc(CO)cc2)O1,6,-9&-16,2&3,-8&-10,0.3,-4&-20,2&-1,0.0
